sEH inhibitor = blocks human soluble epoxide hydrolase activity | P34913 | recombinant human sEH enzymatic activity assay | inhibition, % at 2 µM | 91,000 tested, 0.34% active | AID 707; in the data active = inhibition above about 80%; also: values of inactives mirror those of a sister screen read the other way; many of its hits are not listed in these tables
Target sequence (P34913 whole entry, looked up): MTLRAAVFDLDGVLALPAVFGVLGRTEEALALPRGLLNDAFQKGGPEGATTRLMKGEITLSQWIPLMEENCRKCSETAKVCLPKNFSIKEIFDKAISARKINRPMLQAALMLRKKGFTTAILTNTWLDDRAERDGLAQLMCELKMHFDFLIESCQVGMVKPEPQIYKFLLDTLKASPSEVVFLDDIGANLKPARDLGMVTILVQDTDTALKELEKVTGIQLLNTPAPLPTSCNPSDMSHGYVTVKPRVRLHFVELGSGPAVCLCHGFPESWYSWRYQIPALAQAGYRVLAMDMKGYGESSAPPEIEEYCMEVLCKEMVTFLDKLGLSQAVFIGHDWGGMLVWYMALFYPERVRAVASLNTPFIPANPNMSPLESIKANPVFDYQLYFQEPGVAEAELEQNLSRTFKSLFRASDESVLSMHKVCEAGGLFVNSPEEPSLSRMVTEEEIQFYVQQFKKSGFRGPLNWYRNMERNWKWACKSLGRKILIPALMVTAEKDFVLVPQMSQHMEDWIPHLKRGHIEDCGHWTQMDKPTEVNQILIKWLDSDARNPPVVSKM
VCAM1 TNFa inh = reduces TNF alpha induced VCAM1 expression in HUVEC; HUVEC TNFa-induced VCAM-1 immunofluorescence, high-content imaging; inhibition, % at 2 µM; 95,000 tested, 0.48% active;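 active = inhibition above the batch mean plus 3 SD, with images confirmed as a hit by eye, cut at about 37% in these data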;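 also: 0% = TNF-stimulated DMSO wells and 100% = unstimulated control wells; not every result past the cut was called active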
F-actin modifier = modifiers of cytoskeleton assembly; inhibition, % at 2 µM; HUVEC TNFa F-actin phalloidin imaging, high content; 91,000 tested, 0.18% active;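 active = inhibition above the batch mean plus 3 SD and confirmed as a hit by visual image inspection, cut at about 30% in these data, passing the limit was not always enough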; also: strong numbers were not always called active
ERb SRC1 inh = ER-beta (human) coactivator binding inhibition; 86,000 tested, 1.3% active; inhibition, % at 25.6 µM; TR-FRET ER-beta LBD / SRC1-Cy5 peptide binding; receptor agonist-loaded with 1 µM estradiol; AID 633;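 active = compounds whose percent inhibition of the receptor-coactivator binding signal exceeds about 50% in the single-dose screen, limit read from the data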;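 also: 0% = receptor plus peptide wells without compound and 100% = peptide-only wells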
sEH activator = activators of human soluble epoxide hydrolase | activation, % at 2 µM | 91,000 tested, 0.04% active | AID 717 | P34913 | purified human sEH enzymatic activity, activator screen; in the data active = activation above about 37%; also: values of inactives mirror those of a sister screen read the other way
Candida biofilm = kills Candida albicans biofilms. inhibition, % at 6 µM. C. albicans biofilm + clotrimazole, Alamar Blue. AID 834. 85,000 tested, 0.14% active;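 active = inhibition above 20%; inactive = inhibition below 20%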;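 also: preformed 24 hr biofilms exposed to compound for 48 hr; 0% = biofilm without compound and 100% = blank killed by clotrimazole plus chlorhexidine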
TNFa cytotox = toxic to HUVEC cells under TNF alpha stimulation; HUVEC TNFalpha-stimulated, Hoechst cell count, imaging; cell count reduction, % at 2 µM; 93,000 tested, 0.17% active; AID 848;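 active = cell count reduction exceeding the screen mean by over 5 SD, scaled to untreated wells per plate, cut at about 78% in these data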;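 also: cells counted after 24 h of TNF alpha exposure following the 1 h pretreatment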
Smad3 inh = inhibitors of human Smad3 transcription factor binding | inhibition, % at 25 µM | AID 630 | 88,000 tested, 0.29% active | P84022 | TR-FRET Smad3/Dy647-FoxH1 peptide binding, europium anti-His;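 active = compounds that reduce the energy-transfer binding signal between the protein and its labelled peptide by more than half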;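 also: 0% = Smad3 plus labelled peptide maximal FRET and 100% = peptide-only background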
Target sequence (P84022 whole entry, looked up): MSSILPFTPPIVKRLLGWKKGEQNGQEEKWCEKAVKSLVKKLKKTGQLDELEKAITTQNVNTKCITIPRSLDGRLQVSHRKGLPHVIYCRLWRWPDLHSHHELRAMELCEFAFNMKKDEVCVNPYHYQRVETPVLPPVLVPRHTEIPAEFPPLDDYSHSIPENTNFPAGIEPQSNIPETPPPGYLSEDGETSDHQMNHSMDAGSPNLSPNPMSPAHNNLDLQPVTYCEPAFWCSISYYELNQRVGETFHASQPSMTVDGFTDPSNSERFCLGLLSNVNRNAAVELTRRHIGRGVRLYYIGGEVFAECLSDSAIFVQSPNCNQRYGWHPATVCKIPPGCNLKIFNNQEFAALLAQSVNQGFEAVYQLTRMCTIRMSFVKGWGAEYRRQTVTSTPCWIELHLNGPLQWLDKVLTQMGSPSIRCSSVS
HUVEC tox IL1B = toxic to HUVEC cells under IL-1B stimulation; AID 845; HUVEC cell count loss, Hoechst imaging, IL-1B stimulated; cell count reduction, % at 2 µM; 94,000 tested, 0.41% active;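 active = cell count reduction more than 3 SD above the screen-wide mean, cut at about 70% in these data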;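 also: normalized per plate to untreated control cells as the no-loss baseline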
* marks the source's active call; other numbers are inactive results; . = no result given; [ ] = dose if it differs, or a comment. This is a subset (hit frequency here may not be typical).

Order of values – sEH inhibitor	VCAM1 TNFa inh	F-actin modifier	ERb SRC1 inh	sEH activator	Candida biofilm	TNFa cytotox	Smad3 inh	HUVEC tox IL1B
> CCc1nc2ccccc2n1CC(=O)N(C(C)CC)C1CCS(=O)(=O)C1 (stereo unspecified)
  .	0	-33	-24	.	5	-8	4	-17
> Fc1ccc(N2CCN(c3ncnc4nc[nH]c34)CC2)cc1
  8	7	-4	2	-6	14	-12	0	-14
> Cc1sc(NC(=O)c2ccc(OCC(C)C)cc2)c(C(N)=O)c1-c1ccc(Cl)cc1Cl
  9	18	-16	.	-8	.	-3	.	-35
> Cc1ccc(S(=O)(=O)NC(=O)c2cccn2C)cc1
  -5	5	3	5	6	3	-1	-1	9
> NC(Cc1ccc2nsnc2c1)C(=O)O (stereo unspecified)
  5	7	-18	-5	-3	3	-20	11	20
> COCC(=O)Nc1nc2ccc(C)cc2s1
  0	5	14	-14	2	6	-3	6	-25
> Cc1csc(NC(=O)c2c(-c3c(Cl)cccc3Cl)noc2C)n1
  14	24	4	-3	-12	4	-25	-4	-10
> CCOC(=O)N1CCC(NC(=O)CCS(=O)(=O)c2ccc3c(c2)CCN3C(=O)CC)CC1
  33	3	-42	-4	-34	-5	26	0	1
> CCN1CCN(Cc2nc3c(c(=O)n(C)c(=O)n3C)n2Cc2ccccc2Cl)CC1
  15	8	8	-9	-12	-4	-34	6	-18
> COc1nc(C)ccc1-c1noc(-c2ccccn2)n1
  -8	-24	5	-14[fluorescence artefact?]	13	7	4	3	26
> CCCC(O)(c1ccc(OC)cc1)C(CN(C)C)c1ccccc1 (stereo unspecified)
  18	4	-10	4	-16	5	19	3	-16
> CCOC(=O)c1c(NCC(C)C)c2ccccc2[nH]c1=O
  3	-9	-13	36	-1	1	-14	12	-17
> O=C(COC(=O)c1ccncc1)Nc1cc(Cl)ccc1Cl
  2	14	.	-9	-2	7	-39	-5	-10
> C[N+]12CCCCC1C(COC(=O)c1ccc3c(c1)OCO3)CCC2 (stereo unspecified)
  5	-12	-8	-30	-3	1	-14	4	-57
> COC(=O)c1ccc2c(=O)n(CCCCCC(=O)NCc3ccccn3)c(=O)[nH]c2c1
  -1	30	.	-16[fluorescence artefact?]	1	1	-2	5	12
> COc1ccc(C(=O)CSc2nc3nc(C)cc(C)n3n2)cc1OC
  -3	29	-12	-3	4	8	-1	-11	-46
> FC(F)(F)c1ccc(CSc2nccn2-c2ccccc2)cc1
  -2	13	4	.	8	.	-5	.	1
> COc1ccc(C(CC(=O)NCCCN2CCOCC2)NS(=O)(=O)c2ccc(C)cc2)cc1 (stereo unspecified)
  -4	15	-29	2[fluorescence artefact?]	4	3	-25	-2	-11
> COc1ccccc1OCc1nnc(SCCN2CCOCC2)o1
  7	-10	2	-7	-6	7	-10	2	-9
> Cc1ccc(S(=O)(=O)C(CCC(=O)N2CCOCC2)S(=O)(=O)c2ccc(C)cc2)cc1
  15	-12	0	-4	-16	-2	-7	6	-16
> COc1ccccc1-c1nc(C#N)c(N2CCc3ccccc3C2)o1
  4	6	6	6[fluorescence artefact?]	-1	3	-28	-13	-53
> Cc1nc2scc(-c3ccccc3)c2c(=O)o1
  -4	16	7	-3	3	4	-26	9	-17
> CCc1cc(=O)oc2cc(C)c(CN3CCCCC3)c(O)c12
  3	3	-7	6[fluorescence artefact?]	-4	7	-2	5[fluorescence artefact?]	-40
> CCCc1sc(N/N=C/c2ccccn2)nc1-c1ccc(F)cc1
  4	21	2	-2	-4	3	-8	-1	-10
> CCN(CC)C(=O)CSc1nc2sc(C)c(C)c2c(=O)[nH]1
  13	.	.	-5	-13	4	.	11	-4
> CN(C(=O)c1ccc(=O)[nH]c1)C1(C(=O)NC2CCCCC2)CCCCC1
  10	0	24	-7[fluorescence artefact?]	-10	4	-16	3	20
> O=C(c1cc2ccccc2oc1=O)N1CCN(c2ncccn2)CC1
  1	-1	14	-3[fluorescence artefact?]	-1	0	-12	4	8
> COc1ccc(NC(=O)c2ccc(-n3nc(C)cc3C)cc2)cc1OC
  -8	29	-7	2	6	4	-3	5	3
> CC1(C)CC2(CC(c3cccs3)c3cc(Cl)c(O)cc3O2)NC(=S)N1 (stereo unspecified)
  -7	14	-16	.	7	.	-17	.	.
> O=C(N1CCOCC1)N(CCN1CCOCC1)Cc1cccc(Cl)c1
  4	7	-4	-2	-4	3	-11	4	-27
> COc1ccc(-c2ccnc3nc(-n4cccc4)nn23)cc1
  9	12	-9	.	-7	.	-19	.	-6
> Cn1cnnc1SCC(=O)Nc1ccccc1C(=O)NC1CC1
  -1	-36	-12	2[fluorescence artefact?]	4	4	-12	3	6
> CC1CN/C(=C\C(=O)c2ccccc2)C(=O)N1 (stereo unspecified)
  2	3	0	-5	1	9	-12	-3	-17
> CCCOc1ccccc1C(=O)NC(CO)C(=O)O (stereo unspecified)
  2	-8	.	-5	-5	3	-8	-2	-13
> CC(=O)C1=C(Nc2ccc(C)cc2)CC(C)(O)C(C(C)=O)C1c1ccco1 (stereo unspecified)
  3	-1	13	1	-2	8	-16	5	5
> COCCN(C(=O)c1cccc(OC)c1)c1nnc(-c2ccncc2)s1
  1	18	16	-14	-2	9	-20	3	-19
> CC(C)(CN1CCCCC1)NS(=O)(=O)c1ccc(Cl)cc1
  5	0	-19	-3	-4	1	0	2	-17
> COc1cc(NC(=O)c2ccc(-c3ccc(Br)cc3)o2)ccc1NC(=O)C(C)C
  0	14	-18	3[fluorescence artefact?]	1	6	-3	22[fluorescence artefact?]	3
> COc1ccc(-c2nnc(SCC(=O)NCc3cccs3)n2C(C)C)cc1
  13	-14	3	-6	-14	8	-1	7	7
> COc1ccccc1-c1nnc(SCC(=O)Nc2ccc(S(N)(=O)=O)cc2)n1C
  -8	-4	-6	18	4	4	-2	-1	3
> O=C(CC1=NCCNC(c2ccccc2)C1)c1ccccc1O (stereo unspecified)
  -12	-9	13	5	11	10	-9	4	20
> Cc1cccc(OC(C)C(=O)N(Cc2cccs2)C2CCS(=O)(=O)C2)c1C (stereo unspecified)
  -12	1	-8	-10[fluorescence artefact?]	11	7	-40	10	-19
> Cc1ccnc(NC(=O)CCC(=O)N(CC(=O)NC2CCCCC2)c2cccc(C)c2C)c1
  9	0	16	2	-8	10	-4	5	-165
> Cc1csc2ncc(C(=O)N3c4ccccc4CC3C)c(=O)n12 (stereo unspecified)
  .	16	-2	87*	.	5	-27	2	9
> CCNc1nc(SCCOc2ccc(C)cc2)nc(N(C)C)n1
  .	5	37	-12[fluorescence artefact?]	.	9	-23	0	-12
> O=C(O)CNS(=O)(=O)c1cccc2nsnc12
  -9	20	.	-2	6	2	-4	-5	-2
> CCOC(=O)N1CCN(C(=O)c2ccc3nc(C)sc3c2)CC1
  13	1	16	9	-12	0	-15	-3	-4
> CC(=O)Nc1cnc2ccccc2n1
  -11	-6	-9	41	6	7	-6	5	-6
> CN(C)c1cccc(C(=O)OCC(=O)NCC2CCCO2)c1 (stereo unspecified)
  .	10	-6	-2	.	4	-16	9	-23
> CN1CCC(=NNC(=O)C(=O)NC2CCCC2)CC1
  5	-9	2	-10	-7	4	-5	-8	-16
> CCC(C)NC(=O)CCCc1ccccc1 (stereo unspecified)
  15	-1	13	-10	-12	6	-18	-5	-2
> COc1cccc(C(c2sc3ncnn3c2O)N2CC(C)OC(C)C2)c1 (stereo unspecified)
  5	3	0	.	-5	.	-11	.	29
> CCNC(=O)CSc1nnc(-c2cccc(S(=O)(=O)N(CC)CC)c2)n1CCc1ccccc1
  11	-14	.	-2	-13	2	-6	-19	6
> Cc1ccc(C)c(S(=O)(=O)NCc2ccc(C(=O)NCc3ccccn3)cc2)c1
  0	-13	2	.	2	.	1	.	7
> O=C(Cn1ccc2ccccc2c1=O)N1CCN(Cc2ccc3c(c2)OCO3)CC1
  .	-4	-5	-5	.	3	-23	-14	-1
> O=C(c1ccccc1Cl)N1CCc2ccccc2C1
  3	-3	3	-20[fluorescence artefact?]	0	-2	-20	5	12
> Cc1nc2ccccc2c(=O)n1CCN1CCOCC1
  0	14	18	-8	0	5	-12	-1	-1
> COc1ccccc1CN(Cc1nc2ccccc2c(=O)[nH]1)C(=O)Nc1ccc(C)cc1
  -8	-11	7	-28	11	0	-7	1	-17
> COc1ccc(C2CC(c3ccccc3)Nc3nc(NC(=O)c4ccco4)nn32)cc1 (stereo unspecified)
  -14	8	34	1	11	8	41	0	-8
> CC(C)(C)C(=O)Nc1cccc(-c2nnc(-c3cccc(NC(=O)C(C)(C)C)c3)o2)c1
  28	3	-20	-8	-26	3	-13	4	33

(continued)
Order of values – sEH inhibitor	VCAM1 TNFa inh	F-actin modifier	ERb SRC1 inh	sEH activator	Candida biofilm	TNFa cytotox	Smad3 inh	HUVEC tox IL1B
> COc1ccc2c(c1)CCc1c(C(=O)Nc3ccn(Cc4ccc(C)cc4)n3)noc1-2
  .	-7	-9	13[fluorescence artefact?]	.	5	-11	-3	-20
> CC[N+](C)(C)CCN(Cc1ccc(Cl)cc1)c1ccccn1
  -12	-7	9	-4	14	0	-13	1	-27
> N#CC1=C(N)SC(N)=C(C#N)C1C1C=CCCC1 (stereo unspecified)
  17	8	1	-1	-20	7	-2	9	-45
> CCCCNC(=O)CSc1nc2ccccc2c(=O)n1C1CCCC1
  -1	-4	28	3	1	1	-14	3	-9
> C=CCOC(=O)COc1ccc2c(C)c(C)c(=O)oc2c1C
  -7	8	-7	5	6	-1	-4	1	2
> Cc1c(-c2ccc(F)cc2)nc(N)c(C#N)c1-c1cccs1
  -7	1	-14	-1	6	8	4	35[fluorescence artefact?]	-4
> COc1ccc(C(=O)Cc2cc(OC)c(OC)cc2[N+](=O)[O-])cc1
  -9	15	18	.	13	.	-2	.	0
> Cn1nnnc1SCC(=O)Nc1ccccc1Cc1ccccc1
  .	7	4	-4	.	5	-39	-4	-34
> Cc1cc(OC(C)C)c2c(-c3ccccc3)cc(=O)oc2c1
  -2	-5	-2	4	5	6	-13	13	-7
> O=C(NCCc1ccccc1)c1ccncc1
  -15	3	-36	1	17	10	29	6[fluorescence artefact?]	23
> COc1cccc2c(=O)n(CC(=O)N3CCCCC3)ccc12
  -2	-5	12	0[fluorescence artefact?]	1	6	-16	-12	-7
> CC(C)CCC(C)N=Cc1c(O)n(Cc2ccccc2)c(=O)c2ccccc12 (stereo unspecified)
  -4	-29	16	5[fluorescence artefact?]	6	8	-27	8	-11
> CC(C)(C)C(=O)NC(=S)Nc1cc(C(=O)O)ccc1Cl
  10	-7	6	.	-8	.	-12	.	15
> Cc1nn(Cc2ccc(Cl)cc2Cl)c(C)c1NC(=O)c1sc2ccccc2c1Cl
  14	23	-17	.	-12	.	-3	.	-34
> O=C(c1cncc(Br)c1)N1CCN(c2ccc(N3CCOCC3)nn2)CC1
  -6	12	-4	0	4	15	-15	-3	11
> Cc1cc(-c2nn3c(-c4ccccc4)nnc3s2)c2ccccc2n1
  -1	21	5	36[fluorescence artefact?]	2	8	-4	0	9
> Cc1ccc(Nc2nc(N3CCOCC3)c3ccccc3n2)cc1
  -13	-11	-29	-5	13	5	-10	19[fluorescence artefact?]	12
> Cc1ccc(N2C(=O)N(CC(=O)N3CCCc4ccccc43)C(=O)C2C)cc1 (stereo unspecified)
  -10	2	-9	-8	12	5	4	1	-11
> CCN1CCN(CC(=O)c2c[nH]c3ccc(C)cc23)CC1
  -13	-9	-9	-9	12	10	-13	-6	-107

An excerpt from above in order of the F-actin modifier value, lowest first.
| canonical_smiles | F-actin modifier |
| --- | --- |
| Cc1ccc(Nc2nc(N3CCOCC3)c3ccccc3n2)cc1 | -29 |
| Cc1ccc(N2C(=O)N(CC(=O)N3CCCc4ccccc43)C(=O)C2C)cc1 (stereo unspecified) | -9 |
| O=C(c1cncc(Br)c1)N1CCN(c2ccc(N3CCOCC3)nn2)CC1 | -4 |
